Screening results as filed in PubChem.
Tb PGK inh – inhibitors of T. brucei phosphoglycerate kinase | AID 602233 | actives 0.043% (n = 380,000) | Potency, µM (doses to about 57.5 µM), for the others: top-dose activity change, negative = inhibition, hits mostly inhibitors | P07378 | PGK/GAPDH coupled, Kinase-Glo luminescence, 60 min; further: potency means the concentration at half of the fitted maximal effect; on the % scale 0 is the no-effect control and ±100 the full control effect; nearly all actives have a fitted effect of over 60% in size
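Luminescent ATP detection (Kinase-Glo Plus) follows a 60-minute room-temperature incubation, with wells lacking PGK as controls. Buffer: 100 mM TEA (pH 7.6), 5 mM MgCl2, 0.01% Tween-20. Coupling enzyme GAPDH (100 nM final) supplies unstable 1,3-BPG in-well.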
TrxR1 inh – rat TrxR1 inhibition. O89049. actives 1% (n = 390,000). recombinant rTrxR1, NADPH fluorescence consumption, selenite substrate. AID 588453. Potency, µM (top dose mostly 114 µM), without a hit: top-dose activity change, negative = inhibition, usual class: inhibitors; further: potency means the concentration at half of the fitted maximal effect; on the % scale 0 is the no-effect control and ±100 the full control effect; nearly all actives have a fitted effect of over 65% in size
Target sequence (O89049 whole entry, looked up): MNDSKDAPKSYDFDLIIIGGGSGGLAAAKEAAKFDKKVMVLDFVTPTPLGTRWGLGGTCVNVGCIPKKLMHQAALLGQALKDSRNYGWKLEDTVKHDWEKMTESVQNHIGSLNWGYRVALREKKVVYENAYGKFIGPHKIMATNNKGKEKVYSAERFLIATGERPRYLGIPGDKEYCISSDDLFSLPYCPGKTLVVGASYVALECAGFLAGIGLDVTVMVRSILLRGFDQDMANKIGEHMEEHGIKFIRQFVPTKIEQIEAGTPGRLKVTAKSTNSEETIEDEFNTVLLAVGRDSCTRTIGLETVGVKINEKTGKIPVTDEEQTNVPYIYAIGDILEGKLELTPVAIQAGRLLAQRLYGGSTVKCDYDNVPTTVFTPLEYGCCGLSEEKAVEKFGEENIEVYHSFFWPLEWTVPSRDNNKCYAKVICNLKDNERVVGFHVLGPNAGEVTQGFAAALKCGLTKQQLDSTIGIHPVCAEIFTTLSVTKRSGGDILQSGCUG
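Rat TrxR1 (90 nM in the dispensed reagent) was pre-reduced with 400 uM NADPH for 5 min at room temperature, then incubated with compound for 15 min. After 400 uM selenite was added, NADPH fluorescence (Ex 340/Em 450 nm) was followed for 8 min.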
HP1b binding inh – inhibitors of HP1-beta chromodomain binding to methylated histone tails. actives 0.56% (n = 390,000). P83916. AlphaScreen HP1-beta / biotin-H3K9me3 peptide binding. Potency, µM (series often up to 114 µM), inactives show top-dose activity change, negative = inhibition, actives largely listed as inhibitors; further: potency means the concentration at half of the fitted maximal effect; nearly all actives have a fitted effect of over 70% in size; inactives centre near 23
Target sequence (P83916 whole entry, looked up): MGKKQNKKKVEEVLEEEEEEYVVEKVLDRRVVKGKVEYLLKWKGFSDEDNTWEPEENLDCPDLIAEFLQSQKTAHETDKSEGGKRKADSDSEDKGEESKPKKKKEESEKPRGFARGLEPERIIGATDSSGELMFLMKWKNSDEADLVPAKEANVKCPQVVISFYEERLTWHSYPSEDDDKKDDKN
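Compound inhibition of the preformed complex between 50 nM HP1-beta and 50 nM biotinylated H3K9me3 peptide was read by AlphaScreen. Buffer was PBS pH 7.4 with 0.01% Tween-20. Incubations ran 30 min at room temperature, with 10 ug/mL donor/acceptor beads.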
IDH1 R132H inh – human IDH1 R132H inhibition. O75874. IDH1-R132H enzyme, NADPH consumption, diaphorase/resazurin fluorescence. Potency, µM (top dose mostly 76.6 µM), without a hit: top-dose activity change, negative = inhibition, actives largely listed as inhibitors. actives 0.093% (n = 390,000); further: potency means the concentration at half of the fitted maximal effect; on the % scale 0 is the no-effect control and ±100 the full control effect; nearly all actives have a fitted effect of over 65% in size
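IDH1-R132H (0.5 ug/mL) preincubated 30 min with compound, then NADPH (0.016 mM) and alpha-KG (2 mM) added; 80 min at RT, pH 7.5. Remaining NADPH coupled via diaphorase/resazurin to fluorescence (540/590 nm); concentration-response curves normalized to no-enzyme control.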
TrxR1 substrate – substrates of rat thioredoxin reductase 1. O89049. purified TrxR1 substrate turnover, NADPH consumption readout. Potency, µM (titrated, usually from 114 µM), for inactives: top-dose activity change, negative = substrate turnover. actives 0.01% (n = 390,000); further: potency means the concentration at half of the fitted maximal effect; on the % scale 0 is the no-effect control and ±100 the full control effect; nearly all actives have a fitted effect of over 50% in size
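Rat TrxR1, dispensed at 90 nM, was prereduced with 400 uM NADPH (final) for 5 min at ~22 deg C, then incubated with compound 15 min before 400 uM selenite. A first-read NADPH fluorescence drop versus no-compound background flagged substrates.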
GLS inhibitor – inhibitors of human glutaminase (GLS); Potency, µM (series often up to 45.5 µM), for the others: at the top dose activity change, negative = inhibition, most hits filed as inhibitors; O94925; actives 0.21% (n = 410,000); GLS enzymatic activity, qHTS titration; further: potency means the concentration at half of the fitted maximal effect; on the % scale 0 is the no-effect control and ±100 the full control effect
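hKGA; 45 mM KH2PO4 pH 8.2 + 0.02% Tween-20; cpd via pin tool; 1 mM Gln soln; GluOx/HRP/Amplex Red; RT 30 min; fluor. t0 & final.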
Pin1 inhibitor – blocks the human prolyl isomerase Pin1; Potency, µM (titrated, usually from 115 µM), for the others: at the highest dose activity, negative = inhibition, most hits filed as inhibitors; Q13526; actives 0.009% (n = 390,000); Pin1 FP peptide displacement, HiFluor488, 10 min; active means well fitted inhibition curve with a large enough effect in the polarisation, with a control signal flat, not every such curve was filed as active; inconclusive means small, poorly fitted or top-dose-only effect, or effect the other way, or a change in a side signal; inactive means no such curve, though single readings can be large or run the other way; the % refers to the polarisation; further: potency means the concentration at half of the fitted maximal effect; on the % scale 0 is the no-effect control and ±100 the full control effect
Target sequence (Q13526 whole entry, looked up): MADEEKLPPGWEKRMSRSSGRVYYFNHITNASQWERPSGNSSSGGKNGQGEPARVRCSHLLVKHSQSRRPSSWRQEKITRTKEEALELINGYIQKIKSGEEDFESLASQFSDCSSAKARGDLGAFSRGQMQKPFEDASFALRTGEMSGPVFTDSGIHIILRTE
PI4K2A block – blocks human PI4K2A kinase activity. actives 0.13% (n = 420,000). activity change, negative = inhibition, % at 76.9 µM. purified PI4K2A, ADP-Glo luminescence, 1 h; hits give low values; in the data active means activity change below about -50%; inconclusive means mostly about -30% to -49%;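 further: -100% = wells without enzyme as full effect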
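PI4K2A activity was measured by ADP-Glo luminescence: enzyme (4 ug/mL stock) and phosphatidylinositol (1.2 mM stock) in Tris pH 7.5/MgCl2/EGTA/Triton X-100 buffer were reacted with ATP (300 microM stock) for one hour at ambient temperature.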
USP1-UAF1 inh – blocks the human USP1/UAF1 deubiquitinase complex | AID 743255 | Potency, µM (doses to about 57.1 µM), for inactives: at the top dose activity change, negative = inhibition, usual class: inhibitors | recombinant USP1/UAF1, Ub-Rhodamine cleavage fluorescence | actives 0.23% (n = 390,000) | O94782; further: potency means the concentration at half of the fitted maximal effect; on the % scale 0 is the no-effect control and ±100 the full control effect; nearly all actives have a fitted effect of over 60% in size; inactives centre near -12
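USP1/UAF1 complex at 1 nM was preincubated with compound for 15 min at room temperature, then Ub-Rho substrate (150nM final) was added. Fluorescence (480/540 nm) was read kinetically, 6 reads every 60 seconds.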
The depositor's hits bear a star; i = inactive; ? = inconclusive; nt = not tested or not shown; [ ] = another dose, or the depositor's remark. Unless noted, the call rests on the fitted dose curve; in most records, active means well fitted curve in the direction sought with a large enough effect; inconclusive means small, poorly fitted or top-dose-only effect, or another doubt; inactive means no such curve, though single readings can be large; an effect the other way counts as inactive or inconclusive.

SMILES	Tb PGK inh	TrxR1 inh	HP1b binding inh	IDH1 R132H inh	TrxR1 substrate	GLS inhibitor	Pin1 inhibitor	PI4K2A block	USP1-UAF1 inh
CCOC(=O)C(=Cc1ccc(-n2cncn2)cc1)C(=O)OCC	-3.2%	22.4µM*	47.1%[activator]	2.3%	4.5%	-2.0%	-7.3%	7.1	-12.8%
COc1cc([N+](=O)[O-])ccc1NC(=O)CSc1nnc(C)c(C)n1	-7.0%	8.8%	41.6%[activator]	-6.9%	-7.4%	-7.6%	2.1%	0.2	-14.3%
NC(=O)C(c1ccccc1)C1CCCCC1 (centres undefined)	-9.4%	13.3%	28.2%	10.1%	2.6%	1.4%	8.4%	5.2	-17.5%
O=C(CCc1nnc(-c2ccsc2)o1)N1CCc2c(Cl)cccc2C1	-13.2%	21.1%	36.0%	-4.1%	0.0%	0.6%	-1.2%	5.1	-11.8%
O=C(c1cc2ccc3cccnc3c2[nH]1)N1CCN(c2cccc(C(F)(F)F)c2)CC1	-1.0%	35.9%	11.4%	-6.7%	0.1%	1.7%	8.7%	5.0	-14.0%
COC(=O)CSc1nc(N)c2c3c(sc2n1)CCCC3	4.5%	3.9%[57.1 µM]	41.2%	5.2%	11.7%[57.1 µM]	2.5%	-4.7%	2.2	-12.4%
O=C(O)CN1C(=O)S/C(=C\c2cccnc2)C1=O	-4.9%	8.3%	5.6%[57 µM]	-6.7%	-10.2%	-4.7%	-5.4%	-6.3	-15.7%
O=C(COC(=O)C1=NN(c2ccccc2)C(=O)CC1)Nc1nc(-c2ccc(F)cc2)cs1	-2.8%	21.6%[57.1 µM]	41.8%[activator]	8.4%	-2.9%	-2.0%	12.7%	5.1	?
CC(O)C(NS(=O)(=O)c1ccc2ccccc2c1)C(=O)OCC(=O)Nc1ccccc1OC(F)F (centres undefined)	-2.7%	-3.7%	15.4%	6.6%	-11.2%	-2.4%	6.9%	1.7	1.6%
COc1ccc(NC(=O)c2ccc3c(c2)C(=O)N(CC2CCCO2)C3=O)cc1 (centres undefined)	-8.3%	23.7%	11.8%	-4.3%	1.7%	-1.0%	-4.0%	-0.6	-22.4%
COc1ccc(Nc2ncnc3onc(-c4ccc(Cl)cc4)c23)cc1Cl	-9.5%	28.3%	59.5%[activator]	12.7%	18.1%	5.8%	-3.4%	-0.8	-10.5%
Cc1cnc(N=Nc2ccccc2)[nH]1	-13.7%	-0.3%[2.29 µM]	10.7%[57 µM]	-1.5%	3.7%[57.1 µM]	0.9%	0.2%	-24.2	-19.0%
COC(=O)C(Cc1ccc(OC(=O)c2ccccc2C)cc1)N1Cc2ccccc2C1=O (centres undefined)	i	11.8%[57.1 µM]	24.8%	1.8%	-5.7%[57.1 µM]	-1.7%	9.1%	5.2	-15.9%
COc1ccc(OC)c(S(=O)(=O)Nc2cccc(F)c2)c1	9.9%	19.2%	10.4%	1.1%	0.6%	-2.5%	-4.5%	-2.6	-12.7%
Cc1cc(SCC(=O)NCCC2=CCCCC2)nc2ccccc12	-7.0%	-18.4%	124.9%[activator]	4.0%	-14.1%	12.6%	2.6%	-4.5	-8.6%
CC(=O)N(C(C)=O)c1cccc2c(N(C(C)=O)C(C)=O)cccc12	-4.8%	12.1%	38.9%	0.0%	8.7%	-0.9%	-4.6%	5.2	-11.2%
O=c1cc(Cl)c2ccccc2n1-c1ccccc1	-3.1%	11.7%	59.5%[activator]	-18.9%	2.6%	-3.0%	-1.4%	8.8	-23.4%
COc1ccc2c(c1)c1c(c(=O)n(-c3ccc(OC)c(OC)c3)c(=O)n1Cc1ccc(F)cc1)n2C	i	24.0%	-1.8%	-16.4%	5.5%	1.6%	-0.4%	-8.3	-8.7%
Cc1noc(C)c1COc1ccccc1C(=O)N(C)CC(=O)Nc1ccc(Cl)c(Cl)c1	3.2%	-6.3%	13.9%	-4.3%	-13.0%	15.1%	1.8%	4.7	-5.5%
Cc1ccc(NC(=O)CCS(=O)(=O)c2ccc3c(c2)oc(=O)n3C)c(Br)c1	-2.0%	?	42.1%[activator]	-9.0%	-5.0%	-2.2%	-0.7%	-1.5	-18.6%

Continued, overlapping the part above by two compounds.
SMILES	Tb PGK inh	TrxR1 inh	HP1b binding inh	IDH1 R132H inh	TrxR1 substrate	GLS inhibitor	Pin1 inhibitor	PI4K2A block	USP1-UAF1 inh
Cc1noc(C)c1COc1ccccc1C(=O)N(C)CC(=O)Nc1ccc(Cl)c(Cl)c1	3.2%	-6.3%	13.9%	-4.3%	-13.0%	15.1%	1.8%	4.7	-5.5%
Cc1ccc(NC(=O)CCS(=O)(=O)c2ccc3c(c2)oc(=O)n3C)c(Br)c1	-2.0%	?	42.1%[activator]	-9.0%	-5.0%	-2.2%	-0.7%	-1.5	-18.6%
C/C(=N\Nc1ccc([N+](=O)[O-])cc1[N+](=O)[O-])C(C)(C)C(C(=O)O)C(=O)O	i	7.3%[57.1 µM]	-15.8%	11.4%	2.6%[57.1 µM]	-28.7%	-13.1%	7.2	-3.2%
COc1ccc(OC)c(C2CC(=O)c3c([nH]c(C(=O)OCC4CCCCC4)c3C)C2)c1 (centres undefined)	-3.4%	1.3%	10.3%	0.0%	5.2%[11.4 µM]	1.8%	-1.0%	1.4	-1.8%
COc1ccccc1C1CN(c2ccc(F)cc2F)N=C1c1cccs1 (centres undefined)	-7.4%	166.0%[activator]	276.0%[activator]	5.0%	346.4%[activator]	21.0%	20.9%	1.6	-19.2%
Cc1ccc(Cl)cc1NC(=O)CC(O)(C(F)(F)F)C(F)(F)F	-4.6%	-31.6%	38.0%[activator]	0.7%	-12.4%	?	-8.0%	-2.7	-7.0%
COc1ccc(Nc2nc(N3CCCCC3)nc(N3CCCCC3)n2)c(OC)c1	4.1%	-3.8%	5.7%	5.8%	-6.7%	-6.9%	-3.6%	-2.6	-10.0%
CC(C)=C1C2CCC1C1C(=O)N(c3nc(-c4ccc(C(C)C)cc4)c(C)s3)C(=O)C21 (centres undefined)	13.6%	16.6%	29.8%	-1.0%	2.5%	-0.6%	-0.1%	1.8	-7.8%
O=S(=O)(c1ccc(Cl)cc1)c1nnn2c1nc(NCc1ccc3c(c1)OCO3)c1sccc12	9.7%	15.9%	34.2%	-5.8%	8.4%	1.2%	14.3%	0.7	-12.6%
COc1ccc(C(C)C)cc1S(=O)(=O)NCCc1c(C)[nH]c2ccc(C)cc12	-3.3%	-4.0%	9.6%	0.0%	-10.1%	0.3%	18.8%	1.3	-8.7%
CCCN1C(=O)c2cc(C(=O)NC3CCCCCC3)ccc2C1O (centres undefined)	2.8%	13.5%	16.6%	-5.0%	1.6%	4.9%	2.5%	-0.2	1.2%
COc1cc(/C=C/C(=O)OC[C@H]2O[C@H](OC3(CO)OC(CO)C(O)C3O)[C@H](O)[C@@H](O)[C@@H]2O)ccc1O (some centres undefined)	-9.7%	-15.0%	8.1%	3.4%	-4.3%	4.1%	-0.4%	-2.1	-10.6%
Cc1ccccc1CSc1nnc(C)c(=O)[nH]1	-6.3%	9.3%	40.3%[activator]	-1.3%	1.8%	2.0%	-6.4%	-2.1	-23.1%
C/C(=N/NC(=O)c1ccco1)c1ccc(NC(=O)c2ccc(Br)o2)cc1	1.7%	-8.6%	25.2%	4.1%	-7.8%	-0.3%	3.9%	-1.7	-21.3%
Cc1nn(-c2cccc(Cl)c2)c2c1C(c1ccncc1)C(C#N)=C(N)O2 (centres undefined)	-3.8%	?	?	0.1%	4.0%	-7.8%	-19.5%	-5.8	-19.9%
Cc1ccc(NC(=O)CN2C(=O)S/C(=C\c3ccccn3)C2=O)cc1C	-3.0%	17.2%	27.7%	8.2%	0.3%	1.0%	2.0%	3.4	-10.7%
CC(C)(C)C1=Nn2c(nnc2C2CCCCC2)SC1	-5.3%	13.0%	9.4%	6.8%	2.9%	13.8%	-6.2%	-5.3	-0.6%
COc1ccc(-c2csc(/C(C#N)=C\c3ccc(OC)c([N+](=O)[O-])c3)n2)cc1	-1.1%	-11.2%	36.3%	6.9%	-14.0%	14.8%	?	-0.4	-15.7%
Cc1ccc(OCC(=O)Nc2c3c(nn2C(C)(C)C)CS(=O)(=O)C3)cc1	i	1.1%	21.0%	0.3%	0.4%	-1.5%	-8.1%	-1.2	-20.8%
COC(=O)CCN(Cc1ccco1)S(=O)(=O)c1ccc(F)cc1Br	nt	-3.1%	10.3%	nt	-0.5%	nt	-5.4%	nt	nt
Cc1ccc2c(CC(=O)NCC(C)(C)N3CCOCC3)coc2c1	-9.4%	9.2%[57.1 µM]	35.3%	3.2%	6.9%	-2.5%	-5.6%	0.1	-5.1%
CCOC(=O)c1cnc(/N=C/N(C)C)s1	i	-1.5%[57.1 µM]	13.7%	-0.9%	-2.6%[57.1 µM]	7.3%	10.4%	-1.2	-3.7%
Cc1ccccc1NC(=S)N=Nc1c(O)n(C)c2ccc(S(=O)(=O)N3CCOCC3)cc12	-8.5%	-7.0%	-2.2%	2.4%	-8.3%	15.6%	2.7%	-3.9	-16.5%
CC(C)c1ccc(NC(=O)C2CCCN(S(=O)(=O)c3cccc4nonc34)C2)cc1 (centres undefined)	i	7.8%	25.0%	-5.0%	4.8%	-1.6%	15.6%	-0.1	-14.8%

This is a subset; count on the stated rates, not on these rows.
